Assay outcomes as filed in PubChem.
BRCA1 expr up = activators of BRCA1 expression; Potency, µM (titrated, usually from 46.1 µM), for inactives: at the top dose activation, actives largely listed as activators; MCF7-BRCA1-FFLuc reporter, luminescence, 48 h; response scale: scaled: vehicle 0%, 10 µM genistein 100%; AID 624202; actives 1.1% (n = 380,000); further: nearly all actives have a fitted effect of over 80% in size; some results filed as inactive show a strong effect at the top dose
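MCF7-BRCA1-FFLuc cells, 2000/well in phenol-red-free MEM, attached 2 h then treated 48 h at 37 C. Luciferase luminescence read 15 min after reagent; normalized to genistein maximum activation (10microM) and DMSO, concentration-response fitted.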
FLuc counter = counter-screen for miR-21 project: firefly luciferase inhibitors or activators. P08659. actives 6.9% (n = 360,000). Potency, µM (series often up to 57.5 µM), for the others: at the top dose activity change, negative = inhibition, most hits filed as inhibitors. purified FLuc, Km substrates, luminescence inhibition. AID 588342;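 further: plate controls were vehicle for no effect and reference inhibitor for full effect; nearly all actives have a fitted effect of over 55% in size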
Target sequence (P08659 whole entry, looked up): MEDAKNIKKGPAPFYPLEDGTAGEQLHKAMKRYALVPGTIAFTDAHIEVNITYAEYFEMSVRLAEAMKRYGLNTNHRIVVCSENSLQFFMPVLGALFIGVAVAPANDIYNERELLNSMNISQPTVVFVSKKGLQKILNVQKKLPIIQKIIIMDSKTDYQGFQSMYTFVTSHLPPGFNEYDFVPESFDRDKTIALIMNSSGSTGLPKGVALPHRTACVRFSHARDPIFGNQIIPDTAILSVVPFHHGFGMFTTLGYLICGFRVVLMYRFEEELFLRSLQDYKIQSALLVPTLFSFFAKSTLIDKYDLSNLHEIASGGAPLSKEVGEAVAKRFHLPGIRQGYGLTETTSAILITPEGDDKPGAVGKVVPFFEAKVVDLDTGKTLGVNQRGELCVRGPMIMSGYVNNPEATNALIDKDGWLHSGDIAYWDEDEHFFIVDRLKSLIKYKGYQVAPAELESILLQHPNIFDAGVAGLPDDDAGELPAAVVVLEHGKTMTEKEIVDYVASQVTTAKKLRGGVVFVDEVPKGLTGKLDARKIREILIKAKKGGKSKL
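Purified P. pyralis luciferase, 10 nM final, with Km-level 10 uM D-luciferin and 10 uM ATP in 50 mM Tris acetate pH 7.5, 10 mM Mg acetate, 0.01% Tween-20, 0.05% BSA; 6-point qHTS titration about 60 µM downward; luminescence read.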
Starred values were filed as active, the others as inactive; u = inconclusive. The call rests on the fitted dose curve; in most records, active means well fitted curve in the direction sought with a large enough effect; inconclusive means small, poorly fitted or top-dose-only effect, or another doubt; inactive means no such curve, though single readings can be large; an effect the other way counts as inactive or inconclusive. Potency means the concentration at half of the fitted maximal effect. An excerpt, so the mix of outcomes need not match the whole.

molecule,FLuc counter,BRCA1 expr up
COC(=O)CC1Oc2ccc(C)cc2-n2cc(-c3ccc(C)cc3)nc21 (configuration not stated),-2.0%,-15.2%
COC(=O)c1ccc(NC(=O)NCCn2nnc3cc(S(=O)(=O)N(C)C)ccc32)cc1,-1.7%,26.8%
COc1ccccc1C(=O)Nc1cc(-c2cccc(Br)c2)nn1-c1ccccc1,-13.6%,0.0%
Cc1cccc(N2CCN(c3ncnc4c3nc3n4CCCCC3)CC2)c1C,1.7%,-4.2%
CC(C(=O)Nc1cccc(C#N)c1)n1nc(-c2ccccc2)c2c(c1=O)CCCC2 (configuration not stated),-16.8%,-19.7%
COc1ccc(NS(=O)(=O)c2ccc3c(c2)n(C)c(=O)c(=O)n3C)cc1Cl,-7.9%,-30.1%
CCOC(=O)CC(NC(=O)Cn1nnc(-c2ccc(C(F)(F)F)cc2)n1)c1ccc(OC)cc1 (configuration not stated),-5.0%,9.1%
CCOc1ccccc1NC(=O)N1CCN(S(=O)(=O)c2ccc3c(ccn3C)c2)CC1,3.3%,-8.4%
CC(=O)N1c2c(cc(Br)cc2S(=O)(=O)Nc2ccc(OC(F)(F)F)cc2)CC1C (configuration not stated),u,-0.6%
COc1ccc(OC)c2sc(N3CCN(C(=O)CCS(=O)(=O)c4ccc(F)cc4)CC3)nc12,-2.5%,9.6%
COCCc1nn2c(=O)cc(COC(=O)COc3ccccc3C)nc2s1,-1.3%,2.5%
Cc1cccc(-n2c(=O)c3ccccc3n(Cc3ccccc3C#N)c2=O)c1,-0.3%,-2.5%
CCOc1cccc(CC(=O)N2CCc3c([nH]c4ccc(OC)cc34)C2c2ccc(F)cc2)c1OCC (configuration not stated),-1.0%,8.3%
CCOc1ccc(C(=O)Nc2ccc3nn(-c4ccc(OC)c(Cl)c4)nc3c2)cc1,-6.1%,12.5%
COc1cc(NC(=O)c2cc3c(=O)oc4ccc(C)cc4c3s2)cc(OC)c1OC,0.5%,5.7%
CCOc1ccc(S(=O)(=O)N(CC(=O)Nc2cccnc2)c2ccccc2)cc1,u,-3.8%
CC(C)Oc1ccc(CNC(=O)CN2C(=O)CCc3cc(S(=O)(=O)N4CCCCC4)ccc32)cc1,-4.5%,1.9%
CCN(CC)CCOC(=O)c1ccc(NC(=O)Cn2ncc3c2-c2cc(C)ccc2OC3)cc1,3.5%,4.3%
Cc1ccc(C)c(N2CCN(c3ncnc4c3nc3n4CCCCC3)CC2)c1,1.5%,26.4%
N#Cc1cccc(NC(=O)c2ccc3c(c2)N(Cc2cccc(Cl)c2)C(=O)c2ccccc2S3(=O)=O)c1,1.8%,-9.5%
COc1ccc(S(=O)(=O)N2CCN(c3cccc(C)c3C)CC2)c2ccccc12,-4.2%,3.6%
Cc1ccc(NC(=O)Cn2c(=O)c(C(F)(F)F)nc3ccccc32)c(C)c1,2.1%,0.7%
CCOCCCNC(=O)Cn1cc2c(n1)-c1c(oc(C(=O)N3CCCC3)c1C)CC2,-1.2%,-0.1%
COc1ccc(C)cc1NC(=O)CCS(=O)(=O)c1cc2c3c(c1)CCN3C(=O)CC2,2.2%,5.0%
O=C(CSc1nc(=O)n(Cc2cccnc2)c2c1CCC2)Nc1ccc(F)cc1F,-2.5%,-12.5%
CCC(C)NC(=O)c1c(C)oc2ncn(CC(C)C)c(=O)c12 (configuration not stated),3.7%,0.0%
Cc1cc(C)cc(NC(=O)Nc2c[nH]c(=O)[nH]c2=O)c1,5.4%,5.3%
COCCn1c(C)cc(O)c(C(c2ccccc2)N2CCCCC2)c1=O (configuration not stated),-0.3%,1.4%
Cc1ccc(CNC(=O)c2ccc3oc(=O)n(Cc4ccccc4)c3c2)cc1,-12.8%,4.6%
CCCS(=O)(=O)c1ncc(Cl)c(C(=O)N(Cc2ccccc2)Cc2ccco2)n1,-16.9%,-73.5%
CCS(=O)(=O)N1CCc2cc(C(=O)N3CCN(c4cccc(C(F)(F)F)c4)CC3)ccc21,-0.6%,3.9%
Cc1ccc2c(CNCCc3ccc(Cl)cc3)c(C(=O)O)n(Cc3ccc(F)cc3)c2c1,-14.9%,-32.6%
COc1ccc(CNC(=O)c2cc3cc4ccc(C)cc4nc3o2)cc1,-2.0%,19.5%
Cc1ccc(CN(C(=O)c2ccc(F)cc2)c2ccccn2)o1,-1.9%,0.0%
Cc1cn2c(=O)cc(COc3ccccc3NC(=O)c3ccc(C(C)(C)C)cc3)nc2s1,u,4.1%
CCN(Cc1ccccc1)c1nc2c(S(=O)(=O)c3ccccc3)nnn2c2ccc(Cl)cc12,-4.5%,-10.1%
Cc1ccc(N(Cc2cccs2)C(=O)c2ccccc2)cc1,u,-11.1%
CN(Cc1ccccc1)c1ccc(-c2nc(-c3ccncc3)no2)cc1[N+](=O)[O-],u,49.1%
CC(=O)c1ccc(N2CCN(C(=O)C3CCN(S(=O)(=O)c4c(C)noc4/C=C/c4ccc(C)cc4)CC3)CC2)cc1,-0.3%,-40.2%
Cn1c(=O)c2c(-c3ccccc3Br)n(CCc3ccccc3)cc2n(C)c1=O,-16.3%,-19.4%
Cc1ccc(Cn2c(=O)n(Cc3ccc(Cl)cc3)c(=O)c3cccnc32)cc1,-10.1%,22.2%
COc1ccc(OC)c(NC(=O)c2cc3c(=O)oc4ccccc4c3s2)c1,1.7%,1.8%
COc1cc2[nH]c(=O)n(CCCC(=O)N3CCN(c4cccc(C(F)(F)F)c4)CC3)c(=O)c2cc1OC,2.2%,-3.9%
COc1ccc(Cl)cc1NC(=O)Cn1c(=O)n(Cc2ccco2)c(=O)c2cccnc21,3.4%,0.0%
COc1ccccc1/C=C/c1nc(C#N)c(N2CCN(C)CC2)o1,2.9%,0.0%
Cn1c(=O)c2sccc2n2c(CCC(=O)N3CCN(c4cccc(Cl)c4)CC3)nnc12,0.0%,2.6%
CCOC(=O)c1ccc(N2C(=O)c3n[nH]c(-c4ccco4)c3C2c2ccc(C)cc2)cc1 (configuration not stated),-11.8%,-78.8%
COc1cc(NC(=O)c2cccc3c2C(=O)N(C2CCCCC2)C3)cc(OC)c1,1.0%,12.8%
Cc1ccc(NC(=O)Cn2c(=O)n(CCCCC(=O)NCc3ccccc3Cl)c(=O)c3ccccc32)cc1,-2.9%,4.7%
O=C1Nc2ccccc2Oc2cc(Oc3cccc(Cl)c3)ccc21,-6.0%,-18.7%
CCOC(=O)c1c(NC(=O)CSc2cn(CCNC(=O)c3ccccc3F)c3ccccc23)sc2c1CCCC2,-11.2%,3.0%
NC(=O)c1cc(S(=O)(=O)NCC2CCC(C(=O)Nc3cccc(Cl)c3)CC2)cs1 (configuration not stated),-6.2%,-16.1%
CC(=O)c1ccc(NC(=O)c2cc(S(=O)(=O)N3CCCCCC3)cn2C)cc1,-2.1%,-0.3%
O=C(CSc1nc2c([nH]c3ccccc32)c(=O)n1-c1cccc(Cl)c1)NCC1CCCO1 (configuration not stated),-1.8%,1.1%
O=C(O)c1ccc2c(c1)ncn2-c1ccc(F)c(F)c1,-14.2%,4.2%
COCCn1c(SCC(=O)Nc2cccc(C)c2C)nc2c(oc3ccccc32)c1=O,0.4%,3.7%
Cc1ccccc1OCC(=O)Nc1ccc2nc(SCC(=O)N3CCc4ccccc43)sc2c1,-7.4%,-0.2%
O=C(CNC(=O)c1ccccc1F)OCc1cc(=O)n2nc(C3CC3)sc2n1,-5.1%,0.0%
Cc1nn(-c2ccccc2)c2c1N(CC(=O)N1CCN(c3cccc(Cl)c3)CC1)C(=O)CS2,-17.0%,13.8%
CC1=C(C(=O)Nc2ccc(Cl)cc2)C(c2ccccc2F)n2nc(SCc3cccc(Cl)c3)nc2N1 (configuration not stated),-1.0%,6.6%

Complete entries as entered above. Screens in order: FLuc counter, BRCA1 expr up
Shown for `COc1ccc(OC)c(NC(=O)c2cc3c(=O)oc4ccccc4c3s2)c1` → 1.7%, 1.8%
Shown for `Cn1c(=O)c2sccc2n2c(CCC(=O)N3CCN(c4cccc(Cl)c4)CC3)nnc12` → 0.0%, 2.6%
Shown for `NC(=O)c1cc(S(=O)(=O)NCC2CCC(C(=O)Nc3cccc(Cl)c3)CC2)cs1` (configuration not stated) → -6.2%, -16.1%

Remaining list, next part:
molecule,FLuc counter,BRCA1 expr up
O=C(Nc1ccccc1)c1cc2c(-c3ccccc3)nn(-c3ccccc3)c2s1,-0.1%,13.5%
Cc1cc(C)cc(-n2c(-c3ccccc3)c(C)n3c4c(=O)n(C)c(=O)n(C)c4nc23)c1,-1.0%,20.7%
CCCCC(=O)NC1(C(F)(F)F)C(=O)Nc2c1c(=O)[nH]c(=O)n2-c1ccc(C)c(C)c1 (configuration not stated),0.6%,6.5%
COc1ccc(N(CC(=O)N2CCN(c3ccccc3)CC2)S(=O)(=O)c2c(C)nn(C)c2C)cc1,2.6%,-9.7%
COC(=O)c1ccc2c(c1)N(Cc1cc(C)ccc1C)C(=O)c1ccccc1S2,-11.2%,9.4%
COc1ccc(NC(=O)CCCS(=O)(=O)c2nc(-c3ccc(OC)c(OC)c3)cc(C(F)(F)F)n2)cc1OC,4.0%,-38.0%
Cc1cccc(NC(=O)CSc2nc3c([nH]c4ccccc43)c(=O)n2-c2cc(C)cc(C)c2)c1,3.6%,-49.7%
COc1ccccc1CC(=O)Nc1ccc2nc(N3CCC(C)CC3)cc(C)c2c1,-1.8%,1.5%
COc1ccccc1NC(=O)N1CCN(c2nnc(C)c3c(C)n(-c4ccccc4)nc23)CC1,-2.6%,-24.2%
Cc1cc(=O)n(CC(=O)N2CCN(c3ccc(F)cc3)CC2)c2c1c(C)nn2C,-7.0%,-16.4%
CC(C)c1ccc(OCc2cc(=O)n3c(-c4ccccc4)csc3n2)cc1,-0.3%,-6.2%
COc1ccc(OC)c(NC(=O)C2CCN(S(=O)(=O)c3c(C)noc3/C=C/c3ccc(C)cc3)CC2)c1,-0.1%,-14.6%
CCOC(=O)c1c(C)[nH]c(C)c1S(=O)(=O)N1CCC(C(=O)Nc2cc(C)ccn2)CC1,0.4%,19.6%
O=C(NCCn1cc(SCc2ccc(C(F)(F)F)cc2)c2ccccc21)c1cccs1,3.7%,-15.1%
Cc1ccc(Sc2ccc(N3CCC(C(=O)Nc4cc(C)cc(C)c4)CC3)nn2)cc1,-10.6%,4.6%
CCOC(=O)c1sc2ncn(CC(=O)Nc3cccc(C)c3)c(=O)c2c1C,1.0%,-63.1%
Cc1cccc(NC(=O)Cn2c(=O)n(CCCS(=O)(=O)C3CCCCC3)c(=O)c3ccccc32)c1,-5.9%,5.3%
CCn1cc(C(=O)NCc2ccccc2)c(=O)c2cc(S(=O)(=O)N3CCOCC3)ccc21,-4.0%,13.4%
CN(C)c1ccc(-c2nc(-c3ccco3)no2)cc1[N+](=O)[O-],-6.5%,u
Cc1ccn2c(=O)c(C(=O)NCc3ccccc3Cl)c(O)nc2c1,-3.0%,12.8%
O=C(CNC(=O)c1ccc(F)cc1)OCc1cc(=O)n2nc(C3CC3)sc2n1,-5.3%,-5.1%
CCn1cc(C(=O)Nc2cccc(Cl)c2)c2cc(OC)c(OC)cc2c1=O,2.6%,-36.5%
Cc1nc2ncnn2c(C)c1CCC(=O)N1CCN(c2cccc(Cl)c2)CC1,-1.3%,-18.3%
COc1ccc(-n2c(SCC(=O)NCc3ccc(F)cc3)nc3c([nH]c4ccccc43)c2=O)cc1,-3.1%,2.8%
COc1ccc(CCn2c(=O)c3cccnc3n(CC(=O)Nc3c(C)cc(C)cc3C)c2=O)cc1OC,0.1%,8.1%
Cc1ccc(OCCSc2nc3ccccc3n2CC(=O)N2CCCCC2)c(C)c1,-1.6%,-4.6%
CCCN(CCC)C(=O)Cn1c(=O)n(-c2ccc(OC)cc2OC)c(=O)c2c3c(sc21)CCC3,3.2%,-6.4%
COCCCNC(=O)C1CCN(C(=O)c2cnn(-c3ccccc3)c2-n2cccc2)CC1,-1.0%,-6.0%
Cc1nn(-c2ccccc2)c2c1N(CC(=O)N1CCN(c3ccc(Cl)cc3)CC1)C(=O)CS2,-5.6%,-0.7%
COC(=O)c1cc(Cl)ccc1NC(=O)Cn1c(C)cc(C)c(C#N)c1=O,-3.1%,9.5%
COc1cccc(-c2cc(C(F)(F)F)nc(NCCc3ccccc3)n2)c1,-6.0%,8.6%
CCc1ccc(NC(=O)Cn2c(=O)n(CCC(=O)N3CCc4ccccc4C3)c(=O)c3ccccc32)cc1,-11.2%,10.0%
CCCCN(CC)CCNC(=O)CN1C(=O)COc2ccc(S(=O)(=O)N3CCOCC3)cc21,0.0%,5.9%
COc1ccc(-c2nn3c(=O)cc(CN4CCN(C(=O)Nc5cc(C)ccc5C)CC4)nc3s2)cc1,-7.0%,0.0%
COc1ccc2c(CNCCc3ccco3)c(C(=O)O)n(Cc3ccc(C)cc3)c2c1,-4.3%,2.1%
CCc1ccc(CNC(=O)CN2C(=O)CSc3c2c(C)nn3-c2ccccc2)cc1,-4.1%,16.2%
